# Screening data (PubChem)
# Avidin fluor – avidin bead compound fluorescence profile; fluorescence (KMESF) at 10 µM; AID 1775; Avidin beads, compound fluorescence 488/530 nm, flow cytometry; hits give high values; 0.38% of 220,000 active; in the data active means fluorescence above about 47; further: inactives centre near 10
# Rac1 act GTP bind – alters GTP binding to activated mutant human Rac1; GST-Rac1 activated beads, fluorescent GTP binding, flow cytometry; actives lie on both sides; 100% means binding = to untreated wells; percent activity (GTP binding), % at 10 µM; 0.11% of 190,000 active; AID 764;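 active means GTP binding at least 20 percentage points away from the 100% baseline, in either direction, so actives lie on both sides; inconclusive means Compound likely fluorescent itself, or too few beads counted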
# Rab2A wt mod – changes GTP binding to wildtype dog Rab2A, up or down; P61105; GST-Rab2 wt beads, Bodipy-GTP binding, flow cytometry; GTP binding activity, % at 10 µM; 0.19% of 190,000 active;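 active means GTP binding activity at least 20 points away from 100%, either lowered or raised; inconclusive means signal likely due to the compound's own green fluorescence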;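 further: 0% = beads with excess unlabeled GTP and 100% = no-compound control corrected for plate trend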
# Pf gamet viab – inhibitors of late stage P. falciparum gametocyte viability | 0.065% of 150,000 active | P. falciparum stage V gametocytes, ATP luminescence, 24 h | inhibition, % at 10.9 µM;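 active means inhibition above the mean plus 3 SD of compounds within the control limits, set per campaign, cut at about 38% in these data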;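 further: 0% = DMSO wells and 100% = medium only without gametocytes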
# Rac1 wt modul – alters GTP binding to wildtype human Rac1. P63000. 0.27% of 190,000 active. GST-Rac1 beads, fluorescent GTP binding, flow cytometry; actives lie on both sides; 0 = cold GTP competed, 100 = untreated. GTP binding activity (% of control), % at 10 µM;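 active means GTP binding activity at least 20 points away from the 100% control level, either lower or higher; inconclusive means compound flagged as likely green fluorescent, judged across all proteins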
# Rab7 wt modul – dog Rab7 wildtype GTP binding, inhibitors and activators; GST-Rab7 beads, fluorescent GTP binding, flow cytometry; actives lie on both sides; untreated = 100%, excess cold GTP = 0%; GTP binding activity (percent of control), % at 10 µM; 0.055% of 190,000 active; AID 758;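 active means fluorescent GTP binding to Rab7 beads changed by at least 20 points from the 100% baseline, either direction, mostly lower; inconclusive means compound itself probably fluorescent, or too few beads counted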;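 further: median green fluorescence of bound Bodipy-FL-GTP per Rab7 bead population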
# ABCG2 inh – inhibitors of human ABCG2 transporter, ABCB1 counter-screen | 0.1% of 190,000 active | IgMXP3 cells, JC-1 efflux, flow cytometry | inhibition, % at 6.6 µM | Q9UNQ0;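 active means inhibition above 80%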;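 further: 0% = DMSO and 100% = nicardipine control wells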
# Target sequence (Q9UNQ0 whole entry, looked up): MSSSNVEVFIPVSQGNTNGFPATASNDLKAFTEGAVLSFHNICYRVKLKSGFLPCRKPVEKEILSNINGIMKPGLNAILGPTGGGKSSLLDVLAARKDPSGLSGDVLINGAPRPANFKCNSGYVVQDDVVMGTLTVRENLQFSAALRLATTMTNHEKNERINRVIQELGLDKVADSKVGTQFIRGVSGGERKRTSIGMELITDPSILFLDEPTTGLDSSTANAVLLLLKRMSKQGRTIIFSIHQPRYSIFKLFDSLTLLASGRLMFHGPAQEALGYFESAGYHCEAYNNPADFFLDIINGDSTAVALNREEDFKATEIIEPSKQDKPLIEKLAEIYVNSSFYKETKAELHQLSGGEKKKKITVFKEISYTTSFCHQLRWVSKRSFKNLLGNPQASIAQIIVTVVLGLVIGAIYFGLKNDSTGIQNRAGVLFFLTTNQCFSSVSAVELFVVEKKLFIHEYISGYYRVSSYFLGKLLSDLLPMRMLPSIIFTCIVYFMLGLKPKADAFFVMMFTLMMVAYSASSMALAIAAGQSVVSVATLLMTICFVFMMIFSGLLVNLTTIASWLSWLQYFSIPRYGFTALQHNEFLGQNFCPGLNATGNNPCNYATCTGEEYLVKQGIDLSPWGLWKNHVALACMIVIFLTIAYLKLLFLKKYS
#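 Test system: IgMXP3 cells (ABCG2) mixed with DDAO far-red-labelled CCRF-Adr cells (ABCB1). Reagent: JC-1 transporter substrate. Compound dosing: single test compound dose, 6.6 µM final. Times: 10 min compound exposure, 25 °C. Detection: flow cytometry of retained JC-1 fluorescence. Read-out basis: efflux inhibition in percent versus controls. Controls: nicardipine and DMSO wells.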
# HRas wt GTP bind – human HRas wildtype GTP binding, change in either direction; P01112; GST-Ras wt beads, Bodipy-FL-GTP binding, flow cytometry; actives lie on both sides; 0.14% of 190,000 active; GTP binding activity, % at 10 µM;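 active means GTP binding activity at least 20% away from the 100% baseline, either lowered as inhibitor or raised as activator; inconclusive means flagged as likely green fluorescent, judged across all proteins in the well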;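 further: 0% = unlabeled GTP competition control and 100% = no-compound control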
# Target sequence (P01112 whole entry, looked up): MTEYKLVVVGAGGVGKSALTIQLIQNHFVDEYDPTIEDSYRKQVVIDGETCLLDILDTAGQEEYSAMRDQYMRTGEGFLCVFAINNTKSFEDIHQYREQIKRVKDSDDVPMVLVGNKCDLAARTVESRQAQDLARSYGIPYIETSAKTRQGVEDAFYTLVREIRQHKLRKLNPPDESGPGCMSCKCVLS
# GSH fluor – GSH bead compound fluorescence profile | GSH beads flow cytometry, compound fluorescence 488/530 nm; hits give high values | fluorescence (KMESF) at 10 µM | 0.25% of 190,000 active; in the data active means fluorescence above about 89;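 further: glutathione beads carrying GST-tagged Bcl family fusion proteins plus one bare bead set; values are compound well signal with DMSO vehicle wells as background; inactives centre near 16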
# Cdc42 wt GTP – changes GTP binding to wildtype human Cdc42; GST-Cdc42 beads, Bodipy-GTP binding, flow cytometry; actives lie on both sides; percent activity (GTP binding), % at 10 µM; 0.2% of 190,000 active; AID 761;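 active means percent activity GTP binding at least 20 points away from the 100% baseline, either down as inhibitor or up as activator; inconclusive means compound flagged as likely green fluorescent from well-wide comparison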;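 further: median bead fluorescence of bound Bodipy-FL-GTP at 100 nM; 0% = excess unlabeled GTP control and 100% = no compound control; below 100% means less GTP binding so inhibitor and above means activator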
# Target sequence (P60953 whole entry, looked up): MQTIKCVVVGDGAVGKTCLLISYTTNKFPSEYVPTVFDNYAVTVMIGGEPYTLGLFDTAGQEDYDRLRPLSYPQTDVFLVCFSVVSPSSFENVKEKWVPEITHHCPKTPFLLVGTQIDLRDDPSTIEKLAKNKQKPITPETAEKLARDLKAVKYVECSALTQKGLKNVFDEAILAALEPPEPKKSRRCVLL
# ABCB1 inh – inhibitors of human ABCB1 transporter, ABCG2 counter-screen; 0.067% of 190,000 active; P08183; inhibition, % at 6.6 µM; CCRF-Adr cells, JC-1 efflux, flow cytometry; in the data active means inhibition above about 40%;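 further: 0% = vehicle and 100% = reference inhibitor; higher value means more JC-1 retained so stronger ABCB1 efflux block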
# Active calls of the source: *; ? = inconclusive; · = no result given.
SMILES,Avidin fluor,Rac1 act GTP bind,Rab2A wt mod,Pf gamet viab,Rac1 wt modul,Rab7 wt modul,ABCG2 inh,HRas wt GTP bind,GSH fluor,Cdc42 wt GTP,ABCB1 inh
CCCCCCn1nc(C(=O)OCC(=O)NC2CCS(=O)(=O)C2)c2ccccc2c1=O (stereo not given),11,96,99,-12,100,99,5,100,12,96,0.5
COc1ccccc1NC(=O)C1=C(C)NC2=C(C(=O)CCC2)C1c1ccc2c(c1)OCO2 (stereo not given),11,?,?,-8,?,?,3,?,12,?,0.4
CC(=O)Nc1ccc(CNC(=O)C[N+]2(C)CCOCC2)cc1,12,99,98,-1,102,98,1,98,10,99,0.8
O=C(O)CCC(=O)c1c[nH]c2ccccc12,8,?,?,·,?,?,3,?,24,?,0.8
CS(=O)(=O)N1CCN(c2ccc([N+](=O)[O-])c(NCc3ccc(Cl)cc3)c2)CC1,15,102,97,·,103,97,2,101,99*,102,0.5
COc1ccc(OC)c(/C=C/C(=O)N(C)CC(=O)Nc2cc(C)ccc2C)c1,20,100,96,12,105,98,38,99,11,103,0.0
CCC(C)Sc1nc2c(c(=O)[nH]c(=O)n2C)n1C (stereo not given),19,96,103,-27,105,106,3,104,13,105,0.7
COC(=O)c1c(/N=C/NOCc2ccc(Cl)cc2)sc2c1CCN(c1ncc(C(F)(F)F)cc1Cl)C2,8,102,100,·,103,101,1,99,9,103,0.1
COCCNc1nc2c(S(=O)(=O)c3cc(C)ccc3C)nnn2c2ccccc12,10,94,102,-2,108,107,2,103,11,102,0.1
COc1cc(/C=N/NC(=O)C2c3ccccc3Oc3ccccc32)ccc1O,4,95,94,15,98,98,0,97,23,97,-0.1
CCOC(=O)CCc1cccc2c1CCC2=O,9,97,93,·,99,92,1,96,4,98,0.1
CCOC(=O)c1cc2occc2n1CC(=O)N1CCCc2ccccc21,7,99,102,·,107,104,10,102,13,103,0.6
CCOC(=O)c1cc(C(=O)c2cc(Cl)ccc2O)coc1=N,6,95,102,-26,99,102,1,99,11,100,0.1
CCOC(=O)CSc1nc2ccc(N)cc2s1,29,99,102,·,109,101,-1,103,25,107,-0.6
O=C(CCn1c(SCC(=O)c2ccccc2)nc2ccccc2c1=O)NCc1ccc(F)cc1,25,95,94,14,97,94,0,94,11,95,0.2
CCN(CC)S(=O)(=O)c1ccc2oc(C(=O)O)c(C)c2c1,13,98,103,1,104,101,8,102,30,100,-0.3
CCN1CCN(C(=O)CN(C)S(=O)(=O)c2ccc3ccccc3c2)CC1,10,?,?,-46,?,?,0,?,13,?,0.2
COc1ccccc1C(CC(=O)c1ccccc1)CC(=O)c1ccccc1,9,95,97,3,99,95,3,97,14,99,1.0
Cc1oc(-c2cccc(C(F)(F)F)c2)nc1CN1CCC[C@H]1CO,11,97,98,-32,104,103,1,99,14,101,0.1
CCOC(=O)C1=C(c2cccc(Oc3ccccc3)c2)NC(=S)NC1C (stereo not given),5,98,99,-9,101,99,2,98,36,99,0.6

# A second format for part of the listing above:
mol | Avidin fluor | Rac1 act GTP bind | Rab2A wt mod | Pf gamet viab | Rac1 wt modul | Rab7 wt modul | ABCG2 inh | HRas wt GTP bind | GSH fluor | Cdc42 wt GTP | ABCB1 inh
COc1ccccc1NC(=O)C1=C(C)NC2=C(C(=O)CCC2)C1c1ccc2c(c1)OCO2 (stereo not given) | 11 | ? | ? | -8 | ? | ? | 3 | ? | 12 | ? | 0.4
CC(=O)Nc1ccc(CNC(=O)C[N+]2(C)CCOCC2)cc1 | 12 | 99 | 98 | -1 | 102 | 98 | 1 | 98 | 10 | 99 | 0.8

# (further entries)
SMILES,Avidin fluor,Rac1 act GTP bind,Rab2A wt mod,Pf gamet viab,Rac1 wt modul,Rab7 wt modul,ABCG2 inh,HRas wt GTP bind,GSH fluor,Cdc42 wt GTP,ABCB1 inh
Cc1cc(C)cc(CC2CC(=O)N(c3cc(C)on3)C2=O)c1 (stereo not given),24,98,101,17,106,101,0,100,15,103,0.0
CCCCn1c(Cc2ccccc2)n[nH]c1=S,12,98,101,-14,104,103,11,99,26,100,1.5
CCC(C)n1c(SCc2ccccc2)nc2ccsc2c1=O (stereo not given),9,98,99,·,100,100,9,98,9,99,0.4
CC1(C)Cc2ccccc2-c2nc(NCCO)n(-c3ccccc3)c(=O)c21,14,93,94,-2,92,93,-1,92,21,92,-0.2
COc1ccc(C(=O)NNC(=O)c2ccc(C(C)(C)C)cc2)cc1,9,96,103,-26,100,105,-4,99,14,97,-1.3
CCOC(=O)C1CCN(C(=O)CN(c2ccc3c(c2)OCO3)S(C)(=O)=O)CC1,23,93,92,-8,95,96,1,92,16,90,0.3
COc1cc(OC)c(OC)cc1CN1CCN(S(=O)(=O)c2ccc(NC(C)=O)cc2)CC1,8,94,96,2,96,101,1,95,54,94,0.3
CCOc1ccc(C(=O)OCC(=O)Nc2nc(OC)cc(OC)n2)cc1OCC,11,94,97,22,95,98,14,97,54,97,0.4
O=C(Nc1ccc2[nH]c(=O)[nH]c2c1)Nc1ccc(F)cc1F,8,98,95,-1,96,102,4,95,19,92,3.6
CCOc1ccccc1NC(=O)N1CCC(C(=O)c2ccc(F)cc2)CC1,10,98,101,-15,102,100,1,101,8,104,0.3
COc1ccc(C(CNC(=O)c2ccc(OCC3CCCO3)cc2)N2CCOCC2)cc1 (stereo not given),11,97,98,·,100,100,0,99,25,99,0.2
CN(CCc1ccccn1)C(=O)CCC1CCCN(C(=O)c2cscn2)C1 (stereo not given),4,93,100,2,98,104,2,99,11,94,1.0
CC(=O)c1ccc(NC(=O)Oc2ccccc2)cc1,12,104,103,·,105,100,11,102,26,102,0.5
COCCNC(=O)CC(=O)N/N=C/c1cccc(C(=O)OC)c1,14,92,96,2,99,102,0,97,8,96,-0.1
Cc1ccc(C)c(Cn2c(=O)n(CCCC(=O)NCc3ccco3)c(=O)c3sccc32)c1,10,100,101,·,102,103,4,101,36,99,1.8
Cc1ccc(-n2c(C)cc(C(=O)CN3C(=O)C(=O)N(C4CCCC4)C3=O)c2C)cc1,11,93,96,·,95,106,-2,99,16,96,-1.9
O=C(NCc1ccc2c(c1)OCO2)c1ccc(-n2cnnn2)cc1,7,95,94,·,97,98,6,99,20,96,0.8
O=C(O)c1cccc(-n2cccc2C=C2C(=O)c3ccccc3C2=O)c1,5,89,89,-32,90,93,2,90,10,89,-0.7
O=C(/C=C/c1ccccc1Cl)Nc1ccc(S(=O)(=O)Nc2ncccn2)cc1,11,94,96,3,100,98,-1,96,14,100,-0.2
O=C(Nc1ccccc1Cl)N1CCN(Cc2ccc3c(c2)OCO3)CC1,10,95,103,-7,101,110,6,100,24,95,1.1
Cn1nc(C(=O)OCC(=O)NC2CCS(=O)(=O)C2)c2ccccc2c1=O (stereo not given),9,97,96,8,98,97,2,96,14,96,0.6
COC(=O)c1sc2ccc(C)cc2c1C(=O)OC,8,101,101,12,107,99,4,101,19,104,0.3
COc1cccc(NC(=S)N(Cc2ccc(Cl)cc2)Cc2ccc(C(=O)O)cc2)c1,7,93,100,16,107,105,2,99,14,94,0.7
Cc1ccn2c(/C=N/OCc3ccc(F)cc3)c(-c3ccc(Cl)cc3)nc2c1,14,101,103,16,107,104,45,101,29,101,4.8
Cc1[nH]c2ccccc2c1/C=N/NC(=O)CCC(=O)Nc1ccccc1,15,99,103,10,100,111,-1,103,28,96,-0.3
O=C1COc2ccc(-c3csc(=Nc4ccc(OC(F)F)cc4)n3CC3CCCO3)cc2N1 (stereo not given),11,98,104,-8,101,99,5,102,17,103,1.6
Cc1cc(N2CCOCC2)n2cc(-c3ccccc3)nc2n1,11,?,?,2,?,?,0,?,13,?,-0.1
O=C(O)c1sc2cc(C(F)(F)F)cnc2c1-c1ccccc1,10,101,100,-30,108,101,1,103,33,103,-0.3
CCn1c(CNC(=O)c2ccc(OC)c(OC)c2)nnc1SCC(=O)Nc1ccccc1,4,100,98,2,104,99,5,100,17,102,1.2
COc1ccc(C2CC(=O)C3=C(C2)Nc2ncnn2C3c2ccccc2)cc1 (stereo not given),17,97,99,-21,98,101,18,98,19,98,1.4
Cc1ccc(NC(=O)c2c(C)nc3sc(C(=O)NC4CCCC4)c(N)c3c2-c2ccco2)c(C)c1,10,96,98,-14,104,95,-5,99,20,102,-2.4
CCN(CC)CCCNC(=O)c1ccc(N2CCCCC2)c(NS(=O)(=O)c2ccc(C)cc2)c1,7,94,98,10,96,96,0,97,12,91,0.1
COc1ccc(-c2nc(CS(=O)CC(=O)NCc3cccnc3)c(C)o2)cc1OC (stereo not given),26,98,98,·,105,99,1,100,15,104,0.3
CC(=O)Nc1ccc(NC(=O)C(C)n2nc(C)c([N+](=O)[O-])c2C)cc1 (stereo not given),10,95,101,-6,99,108,3,99,12,95,0.0
COc1ccc(C)c2sc(=NC(=O)C(C)C)n(C)c12,7,100,99,·,106,100,11,101,25,100,0.9
CCN(c1ccc(OCC(=O)OCC(=O)Nc2ccc(F)c(F)c2F)cc1)S(=O)(=O)c1ccccc1,9,99,98,·,99,98,-2,99,21,101,-0.2
Cn1c(=O)cc(OCC(=O)NCCCN2CCN(Cc3ccccc3)CC2)c2ccccc21,6,99,99,·,106,97,2,96,13,103,0.1
COc1ccc(N=C2NC(=O)CS2)c([N+](=O)[O-])c1,10,96,96,·,101,101,2,96,19,96,0.2
Cc1ccc(C)c(NC(=O)Cn2cnc3c(oc4ccccc43)c2=O)c1,11,97,98,15,99,94,0,99,14,97,0.5
Cc1cccc(N2CCN(C(=O)CSCc3c(C)noc3C)CC2)c1C,12,99,103,·,102,102,-5,104,28,102,-4.9
OC(CN1CCN(c2ccccc2)CC1)c1c[nH]c2ccccc12 (stereo not given),20,97,94,·,88,94,3,95,8,95,0.9
COC(=O)c1cn(C(=O)c2cc(C)cc(C)c2)c2ccccc12,5,95,96,·,93,98,1,96,20,94,0.3
CCNC(=O)Nc1ccc(OC)cc1OC,9,97,98,6,92,107,1,97,19,110,0.3
CC1CC(C)CN(S(=O)(=O)c2cccc(C(=O)N3C(=O)c4cccc(N)c4C3=O)c2)C1 (stereo not given),26,96,97,·,97,99,6,95,27,93,0.9
Cc1cc(Br)ccc1NC(=S)Nc1cccc([N+](=O)[O-])c1,21,98,102,0,103,103,27,102,12,100,0.2
CCOC(=O)/C=C/C(=O)Nc1ccccc1C(=O)NC1CCCCC1,2,104,104,2,104,101,8,105,11,103,·
O=C(Cc1cccs1)NCCSc1c(-c2ccc(Cl)cc2)[nH]c2ccccc12,6,98,101,·,104,99,1,99,16,98,0.0
